Bioassay records (PubChem BioAssay)
M4 PAM: human M4 muscarinic receptor positive allosteric modulators, primary screen, CHO-K1 cells, Fluo-8 calcium fluorescence | CHO-K1 hM4/Gqi5, ACh EC20; 0% = ACh EC20, 100% = maximal ACh | Muscarinic acetylcholine receptor M4 (Homo sapiens), P08173 | activation, % at 3 µM | actives 0.4% (n = 360,000);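 active = activation above its plate's cutoff, the mean activation of sample wells plus 3 SD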; note: some results filed as inactive read as strong as hits
Target sequence (P08173 whole entry, looked up): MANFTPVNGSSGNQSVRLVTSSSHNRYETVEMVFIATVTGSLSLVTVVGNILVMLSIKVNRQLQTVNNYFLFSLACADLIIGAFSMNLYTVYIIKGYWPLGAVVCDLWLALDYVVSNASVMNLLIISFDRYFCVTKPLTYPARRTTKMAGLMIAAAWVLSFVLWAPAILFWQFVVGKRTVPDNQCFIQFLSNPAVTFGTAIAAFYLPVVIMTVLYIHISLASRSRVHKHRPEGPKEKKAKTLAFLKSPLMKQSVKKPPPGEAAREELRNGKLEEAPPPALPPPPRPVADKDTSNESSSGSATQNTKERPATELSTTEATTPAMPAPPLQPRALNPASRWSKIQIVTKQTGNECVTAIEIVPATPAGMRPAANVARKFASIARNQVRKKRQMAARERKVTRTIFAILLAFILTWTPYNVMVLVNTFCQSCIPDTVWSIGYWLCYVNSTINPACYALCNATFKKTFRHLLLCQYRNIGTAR
M5 antag: human M5 muscarinic receptor antagonists, primary screen, CHO cells, Fluo-8 calcium fluorescence. Muscarinic acetylcholine receptor M5 (Homo sapiens), P08912. CHO-hM5 cells, ACh EC80. inhibition, % at 3 µM. actives 0.59% (n = 360,000);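 active = inhibition above a per-plate cutoff, the mean of that plate's test compounds plus 3 SD, cut at about 27% in these data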;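 note: 0% = acetylcholine EC80 with DMSO and 100% = DMSO without agonist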
Target sequence (P08912 whole entry, looked up): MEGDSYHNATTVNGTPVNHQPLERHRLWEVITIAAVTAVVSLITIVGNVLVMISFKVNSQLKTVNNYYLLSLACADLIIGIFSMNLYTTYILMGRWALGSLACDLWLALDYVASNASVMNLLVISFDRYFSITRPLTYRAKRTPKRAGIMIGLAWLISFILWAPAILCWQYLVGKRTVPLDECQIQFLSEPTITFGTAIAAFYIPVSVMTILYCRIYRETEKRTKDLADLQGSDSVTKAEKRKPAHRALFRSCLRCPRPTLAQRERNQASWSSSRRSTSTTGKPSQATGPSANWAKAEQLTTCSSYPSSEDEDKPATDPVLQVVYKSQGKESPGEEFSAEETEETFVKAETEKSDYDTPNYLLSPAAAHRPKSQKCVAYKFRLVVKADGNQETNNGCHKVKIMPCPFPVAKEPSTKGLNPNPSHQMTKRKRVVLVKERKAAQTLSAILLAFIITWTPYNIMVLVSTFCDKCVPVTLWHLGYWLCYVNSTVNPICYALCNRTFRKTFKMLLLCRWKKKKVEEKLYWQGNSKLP
CHRM4 agonist: human M4 muscarinic receptor agonists, primary screen, CHO-K1 cells, Fluo-8 calcium fluorescence; activation, % at 3 µM; actives 0.14% (n = 360,000); AID 624127, 2012; Muscarinic acetylcholine receptor M4 (Homo sapiens), P08173; CHO-K1 hM4/Gqi5; vehicle 0%, full acetylcholine response 100%;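 active = activation above the run mean over all test wells plus 3 SD, cut at about 32% in these data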;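 note: peak over basal fluorescence ratio per well then scaled between controls; 0% = DMSO wells and 100% = acetylcholine at EC100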
CRFR2-BP antag: antagonists of CRF-BP/CRF-R2 complex, primary screen, cell-based, HEK293, calcium dye fluorescence, uHTS. inhibition, % at 11.8 µM. actives 0.59% (n = 350,000). AID 588475, 2011. CRF-induced calcium fluorescence;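 active = inhibition of the ligand-induced calcium signal above about 50% at the single tested concentration, limit read from the data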
IDE inh: human IDE inhibitors in live cells, primary screen, fluorescence polarization, HEK cells, FAbetaB substrate | Insulin-degrading enzyme (Homo sapiens), P14735 | FAbetaB cleavage | inhibition, % at 5.59 µM | actives 0.41% (n = 320,000);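 active = percent inhibition above the average of all tested compounds plus 3 SD, set per screening campaign, cut at about 16% in these data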;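 note: IDE supplied by intact live HEK cells; FP after avidin binding of uncleaved biotin substrate so inhibition keeps polarization high; 0% = DMSO wells and 100% = 60 µM reference IDE inhibitor Ii1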
M5 ag: human M5 muscarinic receptor agonists, primary screen, CHO-K1 cells, Fluo-8 calcium fluorescence; Muscarinic acetylcholine receptor M5 (Homo sapiens), P08912; CHO-K1 hM5 cells; 0% DMSO wells, 100% maximal acetylcholine response; activation, % at 3 µM; actives 0.19% (n = 360,000); AID 624037, 2012;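 active = activation above the run's mean over test compounds plus 3 SD, cut at about 23% in these data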;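 note: signal is peak over basal fluorescence ratio across the kinetic read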
CHRM4 antagonist: human M4 muscarinic receptor antagonists, primary screen, CHO cells, Fluo-8 calcium fluorescence; Muscarinic acetylcholine receptor M4 (Homo sapiens), P08173; CHO-hM4 cells, ACh EC80; inhibition, % at 3 µM; actives 0.73% (n = 360,000); AID 624125, 2012;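 active = inhibition above its plate's cutoff, the mean inhibition of sample wells plus 3 SD, cut at about 27% in these data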;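 note: 0% = acetylcholine EC80 with DMSO and 100% = DMSO without agonist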
CHRM5 PAM: human M5 muscarinic receptor positive allosteric modulators, primary screen, CHO-K1 cells, Fluo-8 calcium fluorescence. Muscarinic acetylcholine receptor M5 (Homo sapiens), P08912. CHO-K1 hM5, ACh EC20 PAM; 0% = ACh EC20, 100% = ACh EC100. activation, % at 3 µM. actives 0.3% (n = 360,000). AID 624038, 2012;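 active = activation above the run cutoff, the mean activation of all test compounds plus 3 SD, cut at about 18% in these data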
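Assay system: CHO-K1 hM5 cells / Incubation: Fluo-8 loading 80 min at 37 °C plus 30 min room temperature / Technique: Fluo-8 calcium dye fluorescence, kinetic read / Repeats: single replicate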
CRFBP-R2 agonist: agonists of CRF-BP/CRF-R2 complex, primary screen, cell-based, HEK293, calcium dye fluorescence, uHTS | calcium dye fluorescence (FLIPR); percent of saturating CRF peptide response | AID 588473, 2011 | actives 0.46% (n = 350,000) | CRF-binding protein / CRF receptor 2 complex (human) | activation, % at 13.2 µM;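 active = activation of at least 50%, plus an integration ratio under a set limit after plate pattern correction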;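 note: plate controls were neutral control wells without compound for no effect and CRF at EC100 for full effect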
Numbers without * were called inactive. An excerpt (hit frequency here may not be typical).

How did CCOC(=O)C1=C(C)OC(N)=C(C(=O)OCC)C12C(=O)Nc1ccc(Br)cc12 (stereo not drawn) do in these assays?
M4 PAM: 2; M5 antag: -4; CHRM4 agonist: 3; CRFR2-BP antag: -11; IDE inh: 1; M5 ag: 1; CHRM4 antagonist: -5; CHRM5 PAM: -3; CRFBP-R2 agonist: 1.7

How did CN1C(=O)C(=Cc2cn(CC#N)c3ccccc23)C(=O)N(C)C1=O do in these assays?
M4 PAM: -1; M5 antag: 0; CHRM4 agonist: 1; CRFR2-BP antag: -41; M5 ag: -4; CHRM4 antagonist: 3; CHRM5 PAM: 2; CRFBP-R2 agonist: 6.8

How did CCCCCn1c(=O)c(C(=O)Nc2cnccn2)c(O)c2ccccc21 do in these assays?
M4 PAM: 9; M5 antag: 0; CHRM4 agonist: 1; CRFR2-BP antag: -19; IDE inh: -4; M5 ag: -6; CHRM4 antagonist: -5; CHRM5 PAM: -6; CRFBP-R2 agonist: 1.0

How did COC(=O)C1=C(c2cc3ccccc3o2)C[C@@H]2CC[C@H]1N2C(=O)N1CCC(O)CC1 do in these assays?
M4 PAM: 16; M5 antag: -4; CHRM4 agonist: 0; CRFR2-BP antag: 5; IDE inh: 4; M5 ag: -1; CHRM4 antagonist: -19; CHRM5 PAM: 9; CRFBP-R2 agonist: -1.6

How did CC(=NCCC1=CCCCC1)c1c(O)[nH]c(=O)[nH]c1=O do in these assays?
M4 PAM: -1; M5 antag: 6; CHRM4 agonist: 0; CRFR2-BP antag: 8; IDE inh: 2; M5 ag: -4; CHRM4 antagonist: 2; CHRM5 PAM: -1; CRFBP-R2 agonist: -0.4

Results for CC(C)(C)c1ccc(O)c(CN2CCN(c3ccccc3)CC2)c1 ?
M4 PAM: 3; M5 antag: 8; CHRM4 agonist: 1; CRFR2-BP antag: -45; IDE inh: 2; M5 ag: -4; CHRM4 antagonist: 4; CHRM5 PAM: -3; CRFBP-R2 agonist: 4.3

Results for O=C(COc1ccccc1)N1CCN(C2CC3CCC2C3)CC1 (stereo not drawn) ?
M4 PAM: -1; M5 antag: 4; CHRM4 agonist: 2; CRFR2-BP antag: -6; IDE inh: 2; M5 ag: -11; CHRM4 antagonist: 1; CHRM5 PAM: 0; CRFBP-R2 agonist: -1.0

Results for CC(C)(C)C(=O)Nc1ccc(S(=O)(=O)N2CC3CC(C2)c2cccc(=O)n2C3)cc1 (stereo not drawn) ?
M4 PAM: -6; M5 antag: -2; CHRM4 agonist: 0; CRFR2-BP antag: 7; IDE inh: 2; M5 ag: -1; CHRM4 antagonist: 2; CHRM5 PAM: -2; CRFBP-R2 agonist: -0.4

Results for c1ccc(CN2Cc3ccccc3-n3nncc3C2)nc1 ?
M4 PAM: 3; M5 antag: 0; CHRM4 agonist: 2; CRFR2-BP antag: 13; M5 ag: 0; CHRM4 antagonist: -18; CHRM5 PAM: 1; CRFBP-R2 agonist: 4.2

How did O=P1(Oc2ccccc2)OCCCS1 (stereo not drawn) do in these assays?
M4 PAM: -28; M5 antag: 26; CHRM4 agonist: 15; CRFR2-BP antag: 6; IDE inh: -1; M5 ag: -4; CHRM4 antagonist: 2; CHRM5 PAM: -24; CRFBP-R2 agonist: 0.1

Results for O=C(COc1ccc2ccc(=O)oc2c1)N1C[C@H]2C[C@@H](C1)c1cccc(=O)n1C2 ?
M4 PAM: 1; M5 antag: 7; CHRM4 agonist: 2; CRFR2-BP antag: 2; IDE inh: -2; M5 ag: 3; CHRM4 antagonist: -8; CHRM5 PAM: 3; CRFBP-R2 agonist: -0.6

Results for CCNC(=S)N(C)CCc1cc2c(c(OC)c1C=C1C(=O)N(C)C(=O)N(C)C1=O)OCO2 ?
M4 PAM: -5; M5 antag: -7; CHRM4 agonist: 0; CRFR2-BP antag: 1; IDE inh: 2; M5 ag: -11; CHRM4 antagonist: 1; CHRM5 PAM: 12; CRFBP-R2 agonist: -0.5

What do the screens show for `COc1cc(C2SCC(=O)Nc3c2c(C)nn3-c2ccccc2)cc(OC)c1OC` (stereo not drawn)?
M4 PAM: 10; M5 antag: -2; CHRM4 agonist: -1; CRFR2-BP antag: 5; IDE inh: 4; M5 ag: -3; CHRM4 antagonist: -6; CHRM5 PAM: 2; CRFBP-R2 agonist: -0.9

How did C=C(COC(C)=O)CC1CC(O)[C@]2(C)OC3CC4OC5C[C@]6(C)O[C@]7(C)CCC8OC9C[C@]%10(C)OC%11C(C)=CC(=O)OC%11CC%10OC9C[C@@H](C)C8OC7CC6O[C@]5(C)C/C=C\C4OC3CC2O1 (stereo partly drawn) do in these assays?
M4 PAM: 2; M5 antag: 13; CHRM4 agonist: 1; CRFR2-BP antag: -19; M5 ag: 5; CHRM4 antagonist: 1; CHRM5 PAM: 1; CRFBP-R2 agonist: 17

How did c1ccc2c(NC3=NCCS3)cccc2c1 do in these assays?
M4 PAM: -4; M5 antag: 2; CHRM4 agonist: 0; CRFR2-BP antag: 0; IDE inh: 7; M5 ag: -5; CHRM4 antagonist: 3; CHRM5 PAM: 1; CRFBP-R2 agonist: 0.7

What do the screens show for `N#CC1c2ccccc2-n2nncc2CN1Cc1cc(Cl)cc(Cl)c1` (stereo not drawn)?
M4 PAM: -10; M5 antag: -3; CHRM4 agonist: 7; CRFR2-BP antag: -12; M5 ag: 13; CHRM4 antagonist: 20; CHRM5 PAM: 11; CRFBP-R2 agonist: -0.7

What do the screens show for `Cc1cccc(OCCn2cccc2/C=C2/C(=O)NC(=O)N(Cc3ccco3)C2=O)c1`?
M4 PAM: -5; M5 antag: -3; CHRM4 agonist: 0; CRFR2-BP antag: -32; IDE inh: 9; M5 ag: 5; CHRM4 antagonist: -1; CHRM5 PAM: 0; CRFBP-R2 agonist: -4.7

What do the screens show for `Cc1cccc(C)c1NC1=NCCCS1`?
M4 PAM: -4; M5 antag: -5; CHRM4 agonist: 1; CRFR2-BP antag: -11; IDE inh: 2; M5 ag: -1; CHRM4 antagonist: -4; CHRM5 PAM: -5; CRFBP-R2 agonist: 0.9

How did COC(=O)C1=C(c2cccc(C#N)c2)C[C@@H]2CC[C@H]1N2C(=O)NCCOc1ccccc1 do in these assays?
M4 PAM: 9; M5 antag: -2; CHRM4 agonist: 2; CRFR2-BP antag: -4; IDE inh: 0; M5 ag: 0; CHRM4 antagonist: 3; CHRM5 PAM: 10; CRFBP-R2 agonist: -0.2

How did O=c1[nH]c(=O)n(C2CCCCCC2)c(O)c1C=NCC1CCCO1 (stereo not drawn) do in these assays?
M4 PAM: 14; M5 antag: -9; CHRM4 agonist: 2; CRFR2-BP antag: 6; IDE inh: -4; M5 ag: -2; CHRM4 antagonist: -22; CHRM5 PAM: 1; CRFBP-R2 agonist: 8.8

Overlap with the part before: 2 entries; new compounds follow.
How did COC(=O)C1=C(c2cccc(C#N)c2)C[C@@H]2CC[C@H]1N2C(=O)NCCOc1ccccc1 do in these assays?
M4 PAM: 9; M5 antag: -2; CHRM4 agonist: 2; CRFR2-BP antag: -4; IDE inh: 0; M5 ag: 0; CHRM4 antagonist: 3; CHRM5 PAM: 10; CRFBP-R2 agonist: -0.2

How did O=c1[nH]c(=O)n(C2CCCCCC2)c(O)c1C=NCC1CCCO1 (stereo not drawn) do in these assays?
M4 PAM: 14; M5 antag: -9; CHRM4 agonist: 2; CRFR2-BP antag: 6; IDE inh: -4; M5 ag: -2; CHRM4 antagonist: -22; CHRM5 PAM: 1; CRFBP-R2 agonist: 8.8

How did CC(N)Cc1cn(Cc2ccccc2)c2ccccc12 (stereo not drawn) do in these assays?
M4 PAM: -15; M5 antag: 9; CHRM4 agonist: 12; CRFR2-BP antag: -22; IDE inh: -1; M5 ag: 2; CHRM4 antagonist: 7; CHRM5 PAM: -4; CRFBP-R2 agonist: -0.6

What do the screens show for `N#CCCn1cc(C(=O)Nc2ccc([N+](=O)[O-])cc2)c(-c2ccc3c(c2)OCCO3)n1`?
M4 PAM: 0; M5 antag: 10; CHRM4 agonist: 2; CRFR2-BP antag: -17; IDE inh: 0; M5 ag: 0; CHRM4 antagonist: 13; CHRM5 PAM: -4; CRFBP-R2 agonist: 0.9

Results for C[N+](C)(C)c1ccccc1 ?
M4 PAM: 1; M5 antag: -1; CHRM4 agonist: 2; CRFR2-BP antag: 17; IDE inh: 2; M5 ag: 52*; CHRM4 antagonist: -6; CHRM5 PAM: -17; CRFBP-R2 agonist: -0.1

How did CNC(=O)Oc1cccc(-c2cn3cc(Cl)ccc3n2)c1 do in these assays?
M4 PAM: 16; M5 antag: 3; CHRM4 agonist: 1; CRFR2-BP antag: 9; IDE inh: 6; M5 ag: 0; CHRM4 antagonist: -6; CHRM5 PAM: -2; CRFBP-R2 agonist: -0.3

Results for CN1C(=O)CN=C(c2ccc[nH]2)c2cc(Cl)ccc21 (tested in a mixture with another compound) ?
M4 PAM: 3; M5 antag: 6; CHRM4 agonist: 0; CRFR2-BP antag: 5; M5 ag: 0; CHRM4 antagonist: -10; CHRM5 PAM: 0; CRFBP-R2 agonist: -0.5

What do the screens show for `CCCNC(=O)N1[C@H]2CC[C@@H]1C(C(=O)OC)=C(c1ccc(Cl)c(C(F)(F)F)c1)C2`?
M4 PAM: 8; M5 antag: -11; CHRM4 agonist: 3; CRFR2-BP antag: 7; IDE inh: 5; M5 ag: -6; CHRM4 antagonist: -12; CHRM5 PAM: 14; CRFBP-R2 agonist: -3.8

What do the screens show for `Nc1ncc(P(=S)(N2CCOCC2)N2CCOCC2)s1`?
M4 PAM: 1; M5 antag: -2; CHRM4 agonist: 0; CRFR2-BP antag: -12; IDE inh: -2; M5 ag: 1; CHRM4 antagonist: -1; CHRM5 PAM: -1; CRFBP-R2 agonist: 2.1

What do the screens show for `C[C@@H]1CN([C@@H](C)CO)C(=O)CCCn2nncc2CO[C@H]1CN(C)C(=O)Oc1cccc2ccccc12`?
M4 PAM: 2; M5 antag: -4; CHRM4 agonist: 0; CRFR2-BP antag: -12; M5 ag: 0; CHRM4 antagonist: -12; CHRM5 PAM: 3; CRFBP-R2 agonist: 3.4

How did Cc1cccn2c(=O)c3c(nc12)N1CCc2ccccc2C1C1(C3)C(=O)NC(=O)N(C)C1=O (stereo not drawn) do in these assays?
M4 PAM: -5; M5 antag: 9; CHRM4 agonist: 9; CRFR2-BP antag: -34; IDE inh: 3; M5 ag: 4; CHRM4 antagonist: -8; CHRM5 PAM: -8; CRFBP-R2 agonist: -1.7

What do the screens show for `COc1ccc2c(c1)C(NC(C)=O)CCc1cc(OC)c(OC)c(OC)c1-2` (stereo not drawn)?
M4 PAM: 8; M5 antag: 0; CHRM4 agonist: 0; CRFR2-BP antag: 14; M5 ag: 2; CHRM4 antagonist: -11; CHRM5 PAM: 8; CRFBP-R2 agonist: 1.7

How did Cc1cc(/C=C2/C(=O)NC(=O)N(c3ccc(Br)cc3)C2=O)c(C)n1C do in these assays?
M4 PAM: -5; M5 antag: 15; CHRM4 agonist: 1; CRFR2-BP antag: -23; IDE inh: -13; M5 ag: -1; CHRM4 antagonist: 11; CHRM5 PAM: -5; CRFBP-R2 agonist: 0.3
